Calpain2 inh: inhibitors of pig calpain II, primary screen, biochemical, fluorogenic peptide substrate, 1536-well; purified calpain II, 30 min; inhibition, % at 16 µM; 0.37% of 220,000 active; AID 1236, 2008;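 active = inhibition above about 50%, limit read from the data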
PPC-1+TRAIL kill: compounds killing PPC-1 cancer cells with TRAIL present, primary screen, TRAIL potentiator project, ATPLite luminescence, uHTS; PPC-1 cells + TRAIL, ATPLite viability luminescence; 0.41% of 220,000 active; cell killing (% activity), % at 4 µM;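 active = cell killing above 50% in the first pass at 4 µM, then a duplicate retest at 5 µM averaging 50% or more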;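 note: plate controls were cells with TRAIL plus DMSO for no effect and medium-only wells lacking cells for full effect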
thrombin 1536: human alpha-thrombin inhibitors, primary screen, counter-screen for coagulation protease inhibitor project, biochemical, 1536-well, fluorogenic AMC substrate | AID 1046, 2008 | 0.26% of 220,000 active | inhibition, % at 5 µM | Boc-VPR-AMC fluorogenic substrate cleavage | Prothrombin (Homo sapiens), P00734;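 active = inhibition at or above 40%; inactive = inhibition below 40%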;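 note: 0% = enzyme with no compound and 100% = wells without enzyme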
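Material: Human alpha-thrombin protein | Buffer or medium: pH 7.5 Tris-saline with Tween 20 | Reagent: Boc-VPR-AMC substrate, 15 µM final | Schedule: Reaction at ambient temperature | Detection: AMC fluorescence at 355 nm excitation and 460 nm emission | Evaluation: Percent inhibition scaled between no-compound controls and no-enzyme blanks | Controls: no-compound enzyme wells and no-enzyme blanks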
TbHK1 inh: Trypanosoma brucei hexokinase 1 inhibitors, primary screen, biochemical, G6PDH-coupled NADH absorbance, MLSCN library; hexokinase 1 [Trypanosoma brucei]; recombinant TbHK1, G6PDH-coupled NADH A340; 0.11% of 220,000 active; AID 1430, 2008; inhibition, % at 10 µM;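 active = inhibition of 50% or more in the single-dose primary screen; inactive = inhibition below 50%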
TRPML3 ag: human TRPML3 channel agonists, primary screen, cell-based, HEK293 TRPML3-YFP, Fluo-8 calcium fluorescence, 3 µM | 0.29% of 220,000 active | Mucolipin-3 (Homo sapiens), Q8TDD5 | activation, % at 3 µM | 100% = the carbachol control signal | AID 1448, 2008;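 active = activation above its plate's cutoff, the mean activation of the plate's test wells plus 3 SD, cut at about 12% in these data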;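 note: 0% = DMSO only wells and 100% = carbachol wells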
Target sequence (Q8TDD5 whole entry, looked up): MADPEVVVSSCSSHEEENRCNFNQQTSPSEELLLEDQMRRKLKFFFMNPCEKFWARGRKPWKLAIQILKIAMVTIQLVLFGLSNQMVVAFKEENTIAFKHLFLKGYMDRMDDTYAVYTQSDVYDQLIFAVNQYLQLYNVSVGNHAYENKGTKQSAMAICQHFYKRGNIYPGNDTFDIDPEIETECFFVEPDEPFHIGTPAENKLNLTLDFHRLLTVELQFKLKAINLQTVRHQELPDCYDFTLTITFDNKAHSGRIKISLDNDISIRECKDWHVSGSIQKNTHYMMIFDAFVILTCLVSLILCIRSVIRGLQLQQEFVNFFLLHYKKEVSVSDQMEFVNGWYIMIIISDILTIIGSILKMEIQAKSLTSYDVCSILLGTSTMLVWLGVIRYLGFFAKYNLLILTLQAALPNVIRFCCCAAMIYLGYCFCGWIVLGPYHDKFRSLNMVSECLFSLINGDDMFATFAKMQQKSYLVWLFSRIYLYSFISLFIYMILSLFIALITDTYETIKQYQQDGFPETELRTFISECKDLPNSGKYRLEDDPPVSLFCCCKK
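Material: HEK293 cells stably carrying human TRPML3-YFP; compound dosing: single dose, 3 µM final nominal compound, 0.3% DMSO final; incubation: 1-h 37 °C dye load, 5-s basal, 120-s post-compound reads; technique: Fluo-8 intracellular calcium fluorescence, excitation 470-495 nm, emission 515-575 nm; read-out basis: percent activation from peak-to-basal fluorescence ratio, scaled between DMSO and carbachol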
EBV gp42 inh: Epstein-Barr virus gp42 inhibitors, primary screen, biochemical, uHTS, fluorescence polarization; Glycoprotein 42 (Epstein-Barr virus (strain AG876)), Q1HVG2; Fluorescence polarization binding assay, mP read-out; inhibition, % (tested at 21.74 µM); 0.42% of 220,000 active; AID 1085, 2008; in the data active = inhibition above about 50%
Target sequence (Q1HVG2 whole entry, looked up): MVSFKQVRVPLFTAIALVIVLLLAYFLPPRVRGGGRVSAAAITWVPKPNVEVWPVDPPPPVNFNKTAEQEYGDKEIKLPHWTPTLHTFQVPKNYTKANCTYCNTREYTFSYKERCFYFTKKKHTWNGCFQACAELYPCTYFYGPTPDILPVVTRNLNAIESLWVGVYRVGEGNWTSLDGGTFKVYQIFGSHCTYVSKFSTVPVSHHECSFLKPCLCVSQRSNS
KCC2 mod: KCC2 cotransporter modulators, thallium flux, primary screen, cell-based, HEK293 KCC2, FluoZin-2 fluorescence, MLSMR; Solute carrier family 12 member 5 (Homo sapiens), Q9H2X9; KCC2 cells, thallium flux FluoZin-2 fluorescence; B-score of Tl+ flux slope (higher = more flux/activation; lower = inhibition) at 10 µM; 2.2% of 190,000 active; AID 1456, 2008;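 active = thallium flux slope and its plate-corrected score both differing from the plate sample mean at a set confidence after two filtering rounds, in either direction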;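 note: slope of fluorescence scaled to starting intensity during 10 to 20 s after thallium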
Furin inhibitor: human furin inhibitors, primary screen, biochemical, fluorescence intensity; P09958; purified furin, fluorogenic substrate cleavage; inhibition, % at 30 µM; 0.061% of 220,000 active; AID 463115, 2010; in the data active = inhibition above about 25%; note: inactives centre near -15
zfTRPN1 agonist: zebrafish TRPN1 channel agonists, primary screen, cell-based, HEK293, calcium fluorescence; transient receptor potential cation channel N1 (TRPN1/NompC), Danio rerio; HEK293 zebrafish TRPN1-YFP, Fluo-8 calcium fluorescence; 100% = response to 87 µM carbachol; activation, % at 3 µM; 0.18% of 220,000 active; AID 1424, 2008;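 active = activation above its plate's cutoff, the mean activation of test wells on that plate plus 3 SD, cut at about 19% in these data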;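 note: 0% = DMSO alone and 100% = 87 µM carbachol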
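Control set: carbachol 87 µM as high control, DMSO as low control; system: HEK293 stable line with zebrafish TRPN1-YFP; read-out: % activation versus carbachol response; detection: intracellular calcium fluorescence with Fluo-8; doses: single test compound dose, 3 µM nominal, 0.3% DMSO; schedule: dye 1 h 37 °C plus 30 min RT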
An asterisk follows results filed as active; x = no result given; [ ] = remark or other dose.

Short forms: A = Calpain2 inh; B = PPC-1+TRAIL kill; C = thrombin 1536; D = TbHK1 inh; E = TRPML3 ag; F = EBV gp42 inh; G = KCC2 mod; H = Furin inhibitor; I = zfTRPN1 agonist
> O=C(CNC(=O)COc1ccccc1)NCCc1ccccn1
  A = -12.0	B = 22.2	C = -5.1	D = -9.2	E = 0.2	F = -9.6	G = 1.27	H = -14.0	I = -1.2
> O=C(Nc1cccc(C(F)(F)F)c1)C1CCCN(c2ncccn2)C1 (stereo not drawn)
  A = -27.3	B = 12.1	C = 0.1	D = -0.8	E = 0.2	F = -1.0	G = 0.0426	H = -16.7	I = 0.4
> CC(=O)c1ccc(Nc2cc(C)nc3ccccc23)cc1
  A = 3.5	B = 6.3	C = -4.9	D = -56.2	E = -0.3	F = 5.8	G = -0.657	H = -1.2	I = 0.1
> OCCNCCOCCOc1ccccc1-c1ccccc1
  A = 16.6	B = 13.3	C = -2.1	D = 3.2	E = 1.1	F = 1.5	G = 0.132	H = -6.5	I = 1.8
> COc1ccc(CN2CCOCC2)c(C)c1C
  A = 14.3	B = 9.3	C = 4.4	D = -1.6	E = 0.5	F = -2.6	G = x	H = -24.8[20 µM]	I = -0.4
> Oc1ccc(Br)cc1/C=N/N1CCN(Cc2ccccc2)CC1
  A = 3.3	B = 2.4	C = -8.9	D = -6.6	E = 0.5	F = -4.5	G = -0.932	H = -11.7	I = -1.1
> CCc1cn(S(=O)(=O)c2ccccc2OC)nc1N
  A = 10.1	B = -8.9	C = -0.2	D = -9.5	E = 0.5	F = 9.9	G = 1.22	H = -5.9[20 µM]	I = -0.3
> O=[N+]([O-])c1ccc(Cc2nnc(-c3ccc(F)cc3)o2)cc1
  A = -14.7	B = 13.2	C = -4.1	D = -2.7	E = -0.9	F = -3.5	G = 0.0368	H = -20.2	I = -0.8
> CCc1cc2c(cc3c(=O)n(CC(=O)NCCCN(CC)CC)nc(CC)n32)s1
  A = -5.1	B = -0.5	C = 4.3	D = -0.8	E = 0.1	F = -11.8	G = 1.17	H = -10.9[20 µM]	I = -0.1
> Cc1ccc(-c2nn(C(C)(C)C)c3ncnc(NS(=O)(=O)c4ccc([N+](=O)[O-])cc4)c23)cc1
  A = -23.3	B = 0.5	C = 0.6	D = -0.1	E = 1.0	F = -3.6	G = -0.0895	H = -20.8	I = 0.3
> O=C(N/N=C/c1cc(Cl)cc([N+](=O)[O-])c1O)NC12CC3CC(CC(C3)C1)C2
  A = -54.6	B = -10.5	C = -5.4	D = 7.9	E = 0.5	F = 52.2*	G = 0.267	H = -19.3	I = -0.7
> CCCCC(O)(CCCC)C(=O)NN(C(=O)OC)c1ccccc1
  A = 1.8	B = 17.4	C = -7.3	D = -3.4	E = 0.1	F = -6.9	G = -0.571	H = -17.1	I = -2.6
> CCOc1ccccc1N(CC(=O)N1CCOCC1)S(=O)(=O)c1ccc(SC)cc1
  A = 3.0	B = 29.3	C = 1.6	D = 5.8	E = 198.5*	F = -2.5	G = 0.222	H = -6.2[20 µM]	I = 57.5*
> O=C(NCC1CCCO1)C(=O)N/N=C/c1ccccc1C(=O)O (stereo not drawn)
  A = -3.1	B = -4.6	C = -10.9	D = -6.1	E = 0.8	F = 0.5	G = 0.337	H = -20.1	I = -0.7
> COC(=O)c1c(C)[nH]c(C(=O)OCC(=O)N2c3ccccc3NC(=O)C2(C)C)c1C
  A = -18.1	B = 13.5	C = -1.8	D = 17.3	E = 0.2	F = -4.2	G = -0.357	H = -8.4	I = -0.3
> CCCNC(=O)C/C(C)=N/NC(=O)COc1ccc(C)cc1Br
  A = 21.4	B = 20.8	C = 1.1	D = 28.4	E = 0.2	F = -0.9	G = -0.00207	H = -11.8	I = 0.6
> CC(=O)N(c1ccccc1C)C1CCCC1
  A = -4.4	B = 30.9	C = -5.6	D = -8.0	E = 1.1	F = -13.8	G = 0.0289	H = -18.7	I = 0.5
> CCc1nc2sc3c(c2c(=O)n1NC(=O)CCl)CCCC3
  A = -2.7	B = 3.0	C = -5.4	D = 5.1	E = 1.1	F = -0.2	G = -0.119	H = -15.4[20 µM]	I = -0.5
> S=C(NCc1ccco1)Nc1ccc(Br)cc1Cl
  A = 10.7	B = 6.3	C = 3.0	D = 0.3	E = 0.2	F = -4.5	G = 4.01*	H = -22.8	I = 3.9
> CCSc1nc(N)c(C#N)c(-c2ccccc2Cl)c1C#N
  A = -24.1	B = -5.9	C = -5.5	D = 0.3	E = 1.4	F = -13.3	G = x	H = -18.9[20 µM]	I = -1.1
> CC(C)(C)NC(=O)C(c1ccccc1)N(C(=O)C1CSC(=O)C1)c1ccccc1 (stereo not drawn)
  A = -8.8	B = -5.6	C = -1.2	D = 0.9	E = -0.2	F = -10.2	G = x	H = -20.7[20 µM]	I = 2.0
> Cc1ccc(Cc2nc(-c3ccncc3)no2)cc1
  A = 2.7	B = 4.0	C = 4.1	D = -1.3	E = 0.0	F = -6.8	G = 0.02	H = -13.1	I = 0.3
> CSc1cccc(NC(=S)N(CCCN2CCCC2)Cc2cccs2)c1
  A = -21.2	B = 5.5	C = -14.3	D = 2.3	E = 0.4	F = -8.0	G = 0.398	H = -16.8	I = -1.0
> O=C(Nc1ccccc1)Nc1nc(-c2ccc(F)cc2)cs1
  A = 14.9	B = 20.7	C = -0.8	D = -6.2	E = 1.8	F = -4.2	G = 0.1	H = -25.2	I = 2.3
> CCCC(=O)N1c2ccccc2[C@@H](N(C(C)=O)c2ccccc2)C[C@H]1C
  A = -37.9	B = -0.8	C = -13.2	D = -2.6	E = -1.2	F = -11.5	G = -0.000451	H = -16.6	I = -2.4

Later entries:
molecule	Calpain2 inh	PPC-1+TRAIL kill	thrombin 1536	TbHK1 inh	TRPML3 ag	EBV gp42 inh	KCC2 mod	Furin inhibitor	zfTRPN1 agonist
Cc1cc2oc(C(=O)Nc3ccc(S(=O)(=O)Nc4onc(C)c4C)cc3)cc(=O)c2cc1Cl	9.1	19.4	-8.9	-27.3	0.2	1.1	0.157	-7.8	0.2
Cc1ccc(-c2csc3nc(C)n(-n4c(C)ccc4C)c(=O)c23)o1	7.7	-4.8	-4.2	-7.2	-0.6	0.5	x	-12.0	0.0
Cc1ccc2c(c1)c(C)cc(=O)n2CCC(=O)O	-12.3	-0.6	3.0	-11.1	0.7	2.0	x	-9.7	-0.5
CC(Nc1n[nH]c(=S)[nH]c1=O)C(=O)OCc1ccccc1 (stereo not drawn)	12.0	-12.1	3.6	-14.2	0.6	4.3	-0.313	4.0	-0.2

For convenience, some entries already given:
molecule	Calpain2 inh	PPC-1+TRAIL kill	thrombin 1536	TbHK1 inh	TRPML3 ag	EBV gp42 inh	KCC2 mod	Furin inhibitor	zfTRPN1 agonist
COC(=O)c1c(C)[nH]c(C(=O)OCC(=O)N2c3ccccc3NC(=O)C2(C)C)c1C	-18.1	13.5	-1.8	17.3	0.2	-4.2	-0.357	-8.4	-0.3
CCCNC(=O)C/C(C)=N/NC(=O)COc1ccc(C)cc1Br	21.4	20.8	1.1	28.4	0.2	-0.9	-0.00207	-11.8	0.6
CC(=O)N(c1ccccc1C)C1CCCC1	-4.4	30.9	-5.6	-8.0	1.1	-13.8	0.0289	-18.7	0.5
CCc1nc2sc3c(c2c(=O)n1NC(=O)CCl)CCCC3	-2.7	3.0	-5.4	5.1	1.1	-0.2	-0.119	-15.4[20 µM]	-0.5
S=C(NCc1ccco1)Nc1ccc(Br)cc1Cl	10.7	6.3	3.0	0.3	0.2	-4.5	4.01*	-22.8	3.9
CCSc1nc(N)c(C#N)c(-c2ccccc2Cl)c1C#N	-24.1	-5.9	-5.5	0.3	1.4	-13.3	x	-18.9[20 µM]	-1.1
CC(C)(C)NC(=O)C(c1ccccc1)N(C(=O)C1CSC(=O)C1)c1ccccc1 (stereo not drawn)	-8.8	-5.6	-1.2	0.9	-0.2	-10.2	x	-20.7[20 µM]	2.0
Cc1ccc(Cc2nc(-c3ccncc3)no2)cc1	2.7	4.0	4.1	-1.3	0.0	-6.8	0.02	-13.1	0.3
CSc1cccc(NC(=S)N(CCCN2CCCC2)Cc2cccs2)c1	-21.2	5.5	-14.3	2.3	0.4	-8.0	0.398	-16.8	-1.0
O=C(Nc1ccccc1)Nc1nc(-c2ccc(F)cc2)cs1	14.9	20.7	-0.8	-6.2	1.8	-4.2	0.1	-25.2	2.3
CCCC(=O)N1c2ccccc2[C@@H](N(C(C)=O)c2ccccc2)C[C@H]1C	-37.9	-0.8	-13.2	-2.6	-1.2	-11.5	-0.000451	-16.6	-2.4
Cc1cc2oc(C(=O)Nc3ccc(S(=O)(=O)Nc4onc(C)c4C)cc3)cc(=O)c2cc1Cl	9.1	19.4	-8.9	-27.3	0.2	1.1	0.157	-7.8	0.2
Cc1ccc(-c2csc3nc(C)n(-n4c(C)ccc4C)c(=O)c23)o1	7.7	-4.8	-4.2	-7.2	-0.6	0.5	x	-12.0	0.0

Assay outcomes deposited in PubChem by several laboratories.
